PI4K2A block = PI4K2A (human) kinase inhibition | AID 1346378 | purified PI4K2A, ADP-Glo luminescence, 1 h; active compounds read low | 420,000 tested, 0.13% active | Q9BTU6 | activity change, negative = inhibition, % at 76.9 µM; in the data active = activity change below about -50%;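 also: -100% = wells without enzyme as full effect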
Target sequence (Q9BTU6 whole entry, looked up): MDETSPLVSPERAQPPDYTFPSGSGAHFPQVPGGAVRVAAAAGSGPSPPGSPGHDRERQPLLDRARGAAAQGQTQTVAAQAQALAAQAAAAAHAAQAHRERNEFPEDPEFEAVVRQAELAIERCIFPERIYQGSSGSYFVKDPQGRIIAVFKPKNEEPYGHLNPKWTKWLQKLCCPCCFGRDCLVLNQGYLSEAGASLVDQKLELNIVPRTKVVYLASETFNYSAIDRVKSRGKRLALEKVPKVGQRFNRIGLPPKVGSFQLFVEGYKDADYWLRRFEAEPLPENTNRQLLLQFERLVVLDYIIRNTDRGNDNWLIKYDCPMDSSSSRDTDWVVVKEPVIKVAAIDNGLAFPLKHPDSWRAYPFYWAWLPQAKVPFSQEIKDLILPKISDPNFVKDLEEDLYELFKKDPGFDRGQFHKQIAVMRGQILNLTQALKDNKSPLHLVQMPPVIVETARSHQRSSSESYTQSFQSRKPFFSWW
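PI4K2A activity was measured by ADP-Glo luminescence: enzyme (4 ug/mL stock) and phosphatidylinositol (1.2 mM stock) in Tris pH 7.5/MgCl2/EGTA/Triton X-100 buffer were reacted with ATP (300 microM stock) for one hour at ambient temperature.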
* marks the source's active call; other numbers are inactive results.

PI4K2A block | Compound
-2 | COc1cc(CNc2ncnc3c2ncn3[C@H]2CN(Cc3ccc4c(c3)OCO4)C[C@@H](CO)O2)cc(OC)c1OC
4 | CCOC(=O)C1=CCN(S(=O)(=O)c2ccc(C)cc2)C1c1cccc(C)c1 (stereo unspecified)
-16 | O=C(C(O)c1ccc(Br)cc1)N1CCC(Nc2ccc3[nH]ncc3c2)CC1 (stereo unspecified)
5 | C[C@H]1/C=C/CC(=O)N[C@@H](c2ccccc2)[C@@H](C)/C=C/CC(=O)N[C@H]1c1ccccc1
0 | C=CCOC(=O)N[C@@H](c1cccc(OC)c1)[C@@H](C)/C=C/CC(=O)O
2 | CC(C)(C)c1cc2nc(NCCc3ccc(S(N)(=O)=O)cc3)ccn2n1
-8 | CN1C(=O)c2cc(NC(=O)Nc3ccccc3)ccc2OC[C@H]2O[C@@H](CC(=O)N[C@H]3CCN(Cc4ccccc4)C3)CC[C@@H]21
1 | c1cc2cc(CNc3nc(NCC4CC4)nc4ccsc34)ccc2o1
-3 | CC(C)(C)C(c1nc2ccccc2[nH]1)n1c(-c2cccc(S(C)(=O)=O)c2)nc2ccccc21 (stereo unspecified)
0 | C=CCc1ccc(O)c(OC)c1
-1 | COc1ccccc1Cc1c(-c2cccc(Cl)c2)nc2ccc(C)cn12
-2 | CC1(Cc2cccc(F)c2)C(=O)Nc2ccc(OC(F)(F)F)cc21 (stereo unspecified)
3 | CCc1nc2ccc(C(=O)Nc3ccc(OC)c(OC)c3)cn2c1N(CC)CCOC
-2 | O=C(Nc1ccccc1)c1cc(C2CCCCN2S(=O)(=O)Cc2cccc(C(F)(F)F)c2)on1 (stereo unspecified)
3 | CCCCC(=O)N(C)c1c(CC)nc2c(OCc3cc(Cl)cc(Cl)c3)cccn12
-3 | COCCCNC(=O)CC[C@H]1O[C@@H](n2cnc3c(NC(=O)c4ccccc4)ncnc32)[C@H](O)[C@@H]1O
-3 | C=CCN(C)CC#Cc1ccc(F)cc1
-4 | COC(=O)C[C@H]1C=C[C@@H](NC(=O)c2ccncc2)[C@@H](CO)O1
1 | Cn1c(=O)[nH]c2c(Br)nccc21
-2 | O=S(=O)(N[C@H]1CCCC[C@@H]1N1CCOCC1)c1ccc(Cl)cc1
-2 | CC(C)CNS(=O)(=O)/C=C/c1ccccc1CNC(=O)OC(C)(C)C
-6 | O=C(OCc1cn(Cc2cccc(F)c2)nn1)N1CCCCC1
-5 | O=C(Nc1ccc(N2C(=O)CC3(CCCCC3)C2=O)c(Cl)c1)c1ccccn1
-4 | CCCCC(=O)N(C)c1c(CC)nc2c(OCC(=O)c3ccc(Cl)cc3Cl)cccn12
-2 | C[C@@H]1CCC[C@H](C)N1
4 | CC(=O)NC(c1cccc(F)c1)c1nc(-c2cccc(F)c2)cs1 (stereo unspecified)
-5 | COC(=O)[C@]12C[C@H](CC(=O)N3CCN(C(=O)C4CC4)CC3)C(=O)N(CCc3ccc(OC)c(OC)c3)C1=C[C@H](C1CCCC1)O[C@@H]2C
1 | CN1CCN(C(=O)C[C@@H]2C=C[C@H](NS(=O)(=O)c3cccc(F)c3)[C@@H](CO)O2)CC1
-7 | O=C1c2ccccc2[C@@H]2Cc3csc[n+]3[C@H]12
3 | COc1ccc(S(=O)(=O)N2CCCCC2c2cc(C(=O)Nc3ccccc3Cl)no2)cc1 (stereo unspecified)
5 | COc1ccc(CNC(=O)C2Cc3c(-c4cccc(F)c4)ccnc3O2)cc1OC (stereo unspecified)
-2 | C=CCOC/C=C/C#CCN(Cc1ccc(OC)cc1OC)C(=O)Nc1ccccc1
-3 | O=C(Nc1ccc(Cl)cc1Cl)O[C@@H]1CC[C@@]23CCCN2C(=O)CCC[C@H]3C1
3 | Cc1cc(Br)cn2c(Cc3ccccc3C(F)(F)F)c(-c3ccc(Cl)cc3)nc12
-7 | CC(C)c1ccc(CN2CCC2(C)C(=O)Nc2ccc3c(c2)OCO3)cc1 (stereo unspecified)
6 | Cc1ccc(-c2nc3cc(C)c(Br)c(C)n3c2CC2CCCCC2)cc1
8 | NC(=O)c1cccc(-c2ccnc3c2CC(C(=O)NCc2ccco2)O3)c1 (stereo unspecified)
-7 | CC(C)Nc1nc(-c2ccccc2CO)c2sccc2n1
7 | CCOC(=O)[C@]12CCCC=C1N(Cc1ccccc1)C(=O)[C@H](CC(=O)N1CCN(C(=O)c3ccco3)CC1)C2
1 | O=C(c1cc(-c2ccccc2)on1)N(Cc1cccnc1)C(c1ccccn1)c1nc2ccccc2[nH]1 (stereo unspecified)
3 | Cn1nc(C(C)(C)C)cc1C(=O)N1CCCCC1c1cc(C(=O)N2CCOCC2)no1 (stereo unspecified)
3 | COc1cc(CCN(C(=O)c2cc3ccccc3[nH]2)C(C)c2nc3ccccc3[nH]2)cc(OC)c1 (stereo unspecified)
-3 | CCCCNC(=O)c1nc(C2CCN(S(=O)(=O)c3ccccc3C(F)(F)F)CC2)oc1-c1cccc(C(F)(F)F)c1
-4 | COC(=O)[C@]12CCCCC=C1N(Cc1ccc(OC)cc1)C(=O)[C@@H]2CC(=O)N1CCN(C(=O)c2ccco2)CC1
-2 | FC(F)(F)c1ccccc1Cc1c(-c2ccccc2)nc2c3ccccc3ccn12
4 | Cc1cccc(C)c1-n1nnnc1C1(C)Cn2nccc2C(=O)N1Cc1ccc(F)cc1 (stereo unspecified)
3 | NC(Cc1ccc(C(F)(F)F)cc1)c1csc(NC(=O)Nc2ccccc2Cc2ccccc2)n1 (stereo unspecified)
2 | NC(=O)c1ccc(-c2ccc(N3C(c4ccsc4)=Cc4ccc(F)cc4C3CC(=O)c3ccco3)cc2)cc1 (stereo unspecified)
2 | CCCCCNC(=O)C(c1ccncc1)n1c(=O)c(-c2cc3ccccc3[nH]2)nc2ccccc21 (stereo unspecified)
-1 | Cc1ccc(C(O)c2ncc(-c3ccccc3C)[nH]2)cc1 (stereo unspecified)
-1 | CC(C)Oc1cc(F)ccc1-c1cc(C(=O)NCC2CCCCC2)[nH]n1
2 | CCOC(=O)[C@]12CCCC=C1N(CCC1=CCCCC1)C(=O)[C@H](CC(=O)N1CCSCC1)C2
4 | CCc1ccc2c(c1)NC(=O)C2(C)Cc1ccc(C(F)(F)F)nc1 (stereo unspecified)
7 | COC(=O)[C@@]12C[C@@H](CC(=O)N3CCCC3)C(=O)N(Cc3ccc4c(c3)OCO4)C1=CCC(C)(C)C2
-1 | COc1cccc(C(NC(C)=O)c2nc(-c3cnn(C)c3)cs2)c1 (stereo unspecified)
0 | CCOC(=O)C1=NOC(C(=O)NCc2ccccc2)(C(=O)c2ccc(OC)cc2)C1 (stereo unspecified)
2 | CC(C)c1nc(N(C)S(C)(=O)=O)nc(-c2ccc(F)cc2)c1/C=C/[C@H](O)C[C@@H](O)CC(=O)O
-3 | CC(C)C[C@H]1COc2cccc(F)c2S(=O)(=O)N1C
-8 | COC(=O)C1(C(=O)OC)C/C=C\CCN(S(=O)(=O)c2ccccc2[N+](=O)[O-])CC1
-3 | CC(C)C[C@H]1CN(CCCC[C@H]2CNC(=O)C(=O)N2CC2CCCCC2)C(=O)C(=O)N1CC1CCCCC1

Next part:
PI4K2A block | Compound
0 | CCOC(=O)[C@@]12CN(C(=O)OC(C)(C)C)CC=C1N(Cc1ccc(OC)cc1)C(=O)[C@H]2CC(=O)N1CCSCC1
2 | CC(C)C[C@H]1CN([C@@H](CC(C)C)CN2CCC[C@H]2CN2C(=O)C(=O)NC[C@@H]2Cc2ccc(O)cc2)C(=O)C(=O)N1CC1CCCCC1
-5 | O=C(Nc1ccc2c(c1)OCO2)c1ccc2sc([C@H]3C[C@H](O)[C@@H](CO)O3)nc2c1
1 | COc1ccccc1C=C(C(=O)c1ccccc1)c1ccccc1
0 | COc1ccc([C@H]2CC(=O)C[C@@H](CCn3cc(-c4ccc(F)cc4)nn3)O2)cc1
-1 | CN(CCO)C1CN(Cc2cn(Cc3ccccc3C(F)(F)F)nn2)S(=O)(=O)C1 (stereo unspecified)
-4 | Cc1cccc(C)c1NC(=O)C(c1ccccc1)N1CCN(C/C=C/c2ccccc2)CC1 (stereo unspecified)
0 | NC(CSCC(=O)O)C(=O)O (stereo unspecified)
1 | O=C(NCc1ccco1)C1Cc2c(-c3ccccc3Oc3ccccc3)ccnc2O1 (stereo unspecified)
-3 | C[C@H]1[C@H](NC(=O)c2cccc(Cl)c2)CC[C@@]23CCCN2C(=O)CCC[C@@H]13
-9 | O=C(Nc1ccc(F)cc1)OCCCN1C(=O)CCC12CCCCC2
2 | COCCNc1nc(Oc2cccc(NC(C)=O)c2)c2sccc2n1
-3 | Cc1ccc(-c2csc(C(C)(O)c3ccc(F)c(F)c3)n2)cc1C (stereo unspecified)
-5 | CCCc1nc2ccc(Cl)cn2c1Cc1ccccc1OC
-1 | CSc1ccc(CN2CCC2(C)C(=O)NCc2ccc3c(c2)OCO3)cc1 (stereo unspecified)
0 | CCCCCc1c(-c2ccc(F)cc2F)ncn1CCc1ccccc1OC
4 | CC(C)C[C@@H]1COc2cccc(N3CCN(Cc4ccccc4F)CC3)c2S(=O)(=O)N1
0 | Cc1ccsc1-c1cc2nc(NCCOc3ccccc3Cl)n(C)c(=O)c2s1
-1 | CCOC(=O)N1CCN(C(=O)C[C@H]2C[C@@]3(C(=O)OC)C(=C[C@H](C4CCCC4)O[C@@H]3C)N(Cc3ccco3)C2=O)CC1
11 | CC1(C(=O)Nc2ccc(Cl)c(C(F)(F)F)c2)Cc2c(-c3ccccc3)ccnc2O1 (stereo unspecified)
-1 | CCCCNC(=O)C[C@H]1C[C@@]2(C(=O)OC)C(=C[C@H](C(C)C)O[C@@H]2C2CC2)N(Cc2ccc(Cl)cc2Cl)C1=O
8 | COc1ccc(-c2csc(C(NC(C)=O)c3cccc(F)c3)n2)cn1 (stereo unspecified)
0 | CCCNC(=O)c1cc(C2CCCCN2C(=O)OCC(C)C)on1 (stereo unspecified)
6 | COc1ccc(C(C)=O)cc1Cn1c(C)c(C(=O)NCc2cccc(C(F)(F)F)c2)sc1=O
0 | C[C@@H](NC(=O)[C@@H]1CCCN1C(=O)[C@@H]1CCCN1C(=O)c1ccccc1)c1ccccc1
0 | COC(=O)C[C@H]1CC[C@H]2[C@H](COc3ccc(NS(=O)(=O)c4cccc(OC)c4)cc3C(=O)N2C)O1
-2 | COc1ccc(-n2c(COc3ccc(Cl)cc3)nnc2SCC(=O)Nc2ccc3c(c2)OCO3)cc1
2 | CCOC(=O)C1(C)CCCN1C(=O)c1sccc1C (stereo unspecified)
-1 | O=C(OC12CCCN(C1)/C(=C/c1cccnc1)C2)C1CCCCC1 (stereo unspecified)
-2 | O=C(NC1CCCC1)C(c1ccccc1)n1c(CSCCOc2ccccc2)nc2ccccc21 (stereo unspecified)
1 | COC(=O)[C@@]12C[C@@H](CC(=O)NCCCCc3ccccc3)C(=O)N(Cc3ccccc3)C1=CCC(C)(C)C2
-7 | Cn1cc(-c2coc3c(C(=O)NCc4cccnc4)cccc23)cn1
-1 | COc1cccc(NC(=O)C2CCCN2C(=O)Nc2cccc3c2OCO3)c1 (stereo unspecified)
-4 | CCOC1=C2[C@H](c3ccccc3Cl)N(S(=O)(=O)c3ccc(C)cc3)C[C@H]2C(C#N)(C#N)C(C#N)(C#N)C1
-4 | O=C(Cc1ccc2c(c1)OCO2)N1CCC(n2nc(-c3ccccc3)oc2=O)CC1
-2 | O=[N+]([O-])c1ccc(Br)c(CN2CCN(c3ncc(Cc4ccccc4)cn3)CC2)c1
-8 | CCOC(=O)[C@]12CCC=C1N(Cc1ccco1)C(=O)[C@H](CC(=O)NCc1cccc(C(F)(F)F)c1)C2
-4 | COc1cccc(-c2nnc(SCc3cc(C)ccc3C)n2Cc2ccco2)c1
0 | CCOC1=C2CN(S(=O)(=O)c3ccc(C)cc3)C(c3cccc(Cl)c3)CC2NC(c2ccccc2)C1 (stereo unspecified)
-6 | CC(NC(=O)c1c(N)[nH]c(C(=O)c2ccccc2)c1-c1ccccc1Br)c1cccc2ccccc12 (stereo unspecified)
2 | CC(=O)NCCNC(=O)C1Cc2c(-c3ccccc3Oc3ccccc3)ccnc2O1 (stereo unspecified)
0 | COc1ccc(OC)c(NC(=O)Nc2nc(C(N)c3ccccc3Cl)cs2)c1 (stereo unspecified)
-3 | COc1ccc(S[C@]2(C(=O)N3CCN(c4ncccn4)CC3)CC(=O)N(C(=O)CCc3ccccc3)[C@@H]2c2ccc(OC)cc2)cc1
-3 | CN1CCCN(C(=O)CN2C(=O)CC(C)(C)S(=O)(=O)c3ccccc32)CC1
2 | c1ccc(-n2c(SCc3cccc4ccccc34)nnc2-c2ccncc2)cc1
-2 | O=C(NCCc1ccccc1)C1Cc2c(-c3ccc(Cl)cc3)ccnc2O1 (stereo unspecified)

A different layout for some results above.
Compound	PI4K2A block
COc1cc(CNc2ncnc3c2ncn3[C@H]2CN(Cc3ccc4c(c3)OCO4)C[C@@H](CO)O2)cc(OC)c1OC	-2
CCOC(=O)C1=CCN(S(=O)(=O)c2ccc(C)cc2)C1c1cccc(C)c1 (stereo unspecified)	4
O=C(C(O)c1ccc(Br)cc1)N1CCC(Nc2ccc3[nH]ncc3c2)CC1 (stereo unspecified)	-16
C[C@H]1/C=C/CC(=O)N[C@@H](c2ccccc2)[C@@H](C)/C=C/CC(=O)N[C@H]1c1ccccc1	5
C=CCOC(=O)N[C@@H](c1cccc(OC)c1)[C@@H](C)/C=C/CC(=O)O	0
CC(C)(C)c1cc2nc(NCCc3ccc(S(N)(=O)=O)cc3)ccn2n1	2
CN1C(=O)c2cc(NC(=O)Nc3ccccc3)ccc2OC[C@H]2O[C@@H](CC(=O)N[C@H]3CCN(Cc4ccccc4)C3)CC[C@@H]21	-8
c1cc2cc(CNc3nc(NCC4CC4)nc4ccsc34)ccc2o1	1
CC(C)(C)C(c1nc2ccccc2[nH]1)n1c(-c2cccc(S(C)(=O)=O)c2)nc2ccccc21 (stereo unspecified)	-3
C=CCc1ccc(O)c(OC)c1	0
COc1ccccc1Cc1c(-c2cccc(Cl)c2)nc2ccc(C)cn12	-1
CC1(Cc2cccc(F)c2)C(=O)Nc2ccc(OC(F)(F)F)cc21 (stereo unspecified)	-2
CCc1nc2ccc(C(=O)Nc3ccc(OC)c(OC)c3)cn2c1N(CC)CCOC	3
O=C(Nc1ccccc1)c1cc(C2CCCCN2S(=O)(=O)Cc2cccc(C(F)(F)F)c2)on1 (stereo unspecified)	-2

These rows are one share of the data; the hit share may differ from the screen's.
